Mtb RmlCD inh = inhibitors of Mycobacterium tuberculosis RmlC and RmlD coupled enzymes; RmlC+RmlD coupled enzyme assay, percent inhibition; primary screen in compound mixtures; inhibition, % at 3.6 µM; actives 0.03% (n = 160,000); in the data active = inhibition mostly above about 34%, no sharp cut-off; note: some results filed as inactive read as strong as hits
Target sequence (P9WH09 whole entry, looked up): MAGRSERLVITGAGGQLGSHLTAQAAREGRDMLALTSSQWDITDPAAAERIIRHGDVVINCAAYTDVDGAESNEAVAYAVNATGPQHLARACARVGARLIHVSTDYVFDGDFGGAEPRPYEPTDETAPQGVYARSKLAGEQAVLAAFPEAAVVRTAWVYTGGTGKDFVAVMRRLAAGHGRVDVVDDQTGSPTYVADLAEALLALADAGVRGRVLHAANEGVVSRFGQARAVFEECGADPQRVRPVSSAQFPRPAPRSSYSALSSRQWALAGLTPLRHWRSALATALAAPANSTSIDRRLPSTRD
Target sequence (P9WH11 whole entry, looked up): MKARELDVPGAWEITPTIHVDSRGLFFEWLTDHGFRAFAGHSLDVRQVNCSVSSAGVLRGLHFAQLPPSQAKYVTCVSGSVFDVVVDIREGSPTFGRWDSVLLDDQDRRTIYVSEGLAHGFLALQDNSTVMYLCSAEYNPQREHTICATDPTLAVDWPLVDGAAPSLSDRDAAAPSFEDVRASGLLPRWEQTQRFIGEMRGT
M. tuberculosis GlmU = inhibition of mycobacterial GlmU enzyme – biochemical, glucosamine-1-phosphate acetyltransferase (AID 1376) | M. tuberculosis GlmU acetyltransferase enzyme assay; higher % means a stronger effect | inhibition, %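 (tested at 30 µM in the primary screen)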, or IC50 in µM where a hit was titrated | actives 0.25% (n = 220,000); in the data active = inhibition above about 13%;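 note: 0% = complete reaction with vehicle and 100% = reaction without substrate; strong numbers were not always called active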
* marks the source's active call; other numbers are inactive results; x = not tested or not shown.

structure,Mtb RmlCD inh,M. tuberculosis GlmU
Cc1cc(C)cc(NC(=O)CSc2nnc(Cn3c(=O)sc4ccccc43)n2C)c1,13,-1.8%
COC(=O)c1cc(=O)nc2sc(-c3cccs3)nn12,x,5.0%
O=c1oc2ccccc2cc1-c1csc(Nc2nc3c(F)cccc3s2)n1,-11,5.9%
Fc1ccc(NCc2nnc3n2CCCCC3)cc1,-11,-0.1%
Cc1ccc(/C=N/NC(=O)c2ccoc2C)o1,6,1.7%
COc1ccccc1C1CCN(c2ccc([N+](=O)[O-])cn2)CC1,x,-3.2%
CC(C)(C)OC(=O)NCCCC[C@H](NC(=O)c1[nH]cnc1C(=O)Nc1ccc(Cl)cc1)C(=O)OC(C)(C)C,-9,0.1%
O=C1C(Cl)=C(N2CCCCC2)C(=O)N1c1ccccc1,-6,-4.3%
COc1cccc(-c2nn(C)c3sc(C(=O)NCc4ccccn4)cc23)c1,-9,1.0%
Cc1ccc(NC(=O)/C(=C\c2ccc3c(c2)OCO3)NC(=O)c2ccco2)cc1,54,-5.5%
CC(Oc1ccccc1)C(=O)OCC(=O)N1CC(=O)Nc2ccccc21 (stereo not drawn),-16,-2.5%
Cc1ccc(C)c(/C=N/n2cc(-c3ccccc3)[nH]c2=S)c1,6,5.6%
COc1ccc(C2C(C(=O)N3CCOCC3)CCC(=O)N2c2cc(OC)c(OC)c(OC)c2)cc1 (stereo not drawn),x,2.7%
CC(C)C(NS(=O)(=O)c1cccs1)C(=O)NCCN1CCN(c2ccccc2)CC1 (stereo not drawn),3,2.4%
COc1ccc2cc(CN(CCc3ccccc3)Cc3nnnn3Cc3ccco3)c(=O)[nH]c2c1,-1,-0.6%
CC1CCN(C(=O)c2ccc(S(=O)(=O)Cc3cc(F)ccc3F)c([N+](=O)[O-])c2)CC1,-10,3.3%
Cc1nn(Cc2ccc([N+](=O)[O-])cc2)c(=O)n1-c1ccccc1Cl,5,-0.9%
COC(=O)c1ccccc1NC(=O)c1ccc(Cn2cc(Cl)cn2)o1,x,-3.8%
C[C@@H]1NC(=O)c2cc([N+](=O)[O-])cc(I)c2OCC[C@@H](C(N)=O)NC(=O)[C@H](CCCCN)NC1=O,x,2.6%
O=C(c1cc([N+](=O)[O-])ccc1Cl)N1CCN(Cc2ccc3c(c2)OCO3)CC1,-9,0.1%
Cn1nnnc1SCC(=O)NC1CCCCC1,10,9.1%
CN(C)CCCSc1nc(-c2ccccc2)nc2c1CCC2,14,-5.8%
Cc1ccc(OCc2ccc(C(=O)Nc3nccs3)o2)cc1,-12,-6.8%
COc1ccc(C2(C)NC(=O)N(CC(=O)Nc3ccc(S(=O)(=O)N4CCCC4)cc3)C2=O)cc1 (stereo not drawn),3,-6.9%
CCOC(=O)c1ccc(NC(=O)CSc2nc3c(c(=O)n2-c2ccccc2OC)SCC3)cc1,x,-1.6%
COc1cccc(C2C(C(=O)Nc3ccc(C)cc3C)=C(C)Nc3ncnn32)c1OC (stereo not drawn),3,-1.6%
COc1ccc(Cl)cc1N/C(N)=N/c1nc(C)cc(=O)[nH]1,-1,0.0%
CC(O)C(NS(=O)(=O)c1ccc(Cl)cc1)C(=O)OCc1nnc(-c2ccccc2)o1 (stereo not drawn),9,-4.0%
CCOC(=O)c1cnc(/N=C/N(C)C)s1,x,-2.5%
CCc1nnc(NC(=O)CSc2ccc(-c3ccco3)nn2)s1,3,x

A second format for two compounds above:
CCOC(=O)c1cnc(/N=C/N(C)C)s1
  Mtb RmlCD inh: x	M. tuberculosis GlmU: -2.5%
CCc1nnc(NC(=O)CSc2ccc(-c3ccco3)nn2)s1
  Mtb RmlCD inh: 3	M. tuberculosis GlmU: x

Later entries.
structure,Mtb RmlCD inh,M. tuberculosis GlmU
COc1ccc(N2C(=O)NC(=O)/C(=C\c3ccccc3[N+](=O)[O-])C2=O)cc1,5,-6.7%
COc1ccc(OCC(=O)N2CCN(C/C=C/c3ccccc3)CC2)cc1,13,-5.6%
CC(C)C(OC(=O)c1cccs1)C(=O)NCc1cccs1 (stereo not drawn),-5,2.7%
O=C(Cn1c(NCCO)nc2ccccc21)c1ccccc1,x,3.8%
COC(=O)CC1=C(C(=O)OC)C(c2ccc3c(c2Cl)OCO3)C(C#N)=C(N)O1 (stereo not drawn),8,-0.6%
c1cn(CCCNc2ncnc3nc[nH]c23)cn1,x,-7.5%
CSc1ccccc1NC(=O)c1ccncc1,x,5.5%
COCCNC(=O)C(C#N)c1nc2ccccc2nc1N1CCCCCC1 (stereo not drawn),-7,x
O=C(/C=C/c1ccc2c(c1)OCO2)c1ccc[nH]1,x,-1.1%
O=P(OC1CCCCC1)(OC1CCCCC1)C(O)c1cccnc1 (stereo not drawn),4,-2.7%
CCOC(=O)c1c(O)c2cccc3c2n(c1=O)CC3,13,-0.1%
CCc1ccc(NC(=O)CSc2nnc(-c3cnccn3)n2Cc2ccco2)cc1,-4,-0.5%
C=C(C)C(=O)Oc1ccc(N2C(=O)CCC2=O)cc1,-2,-1.9%
CCS(=O)(=O)N1Cc2ccccc2CC1C(=O)Nc1ccc(NC(C)=O)cc1 (stereo not drawn),-7,-0.7%
NC(=O)[C@H]1CC2(CC(c3cccc(NC(=O)CC(c4ccccc4)c4ccccc4)c3)=NO2)CN1C(=O)CC(c1ccccc1)c1ccccc1 (stereo partly drawn),7,2.8%
CCOC(=O)COc1ccc2c(=O)c(-c3ccc(OC)c(OC)c3)c(C(=O)OCC)oc2c1,9,-4.8%
Cn1cnc2c1c(=O)n(Cc1ccc(F)cc1Cl)c(=O)n2C,10,-3.8%
CCOC(=O)C1(Cc2cccc(OC)c2)CCCN(C(=O)CCc2cccnc2)C1 (stereo not drawn),-7,3.0%
COc1ccc(NC(=O)c2cc(-c3ccccc3OC)on2)cc1,-7,5.9%
O=C(Nc1cccc(-c2cnc3ccccc3n2)c1)c1cccc(NC(=O)c2ccco2)c1,x,4.3%
COc1ccc2oc(C(=O)OCC(=O)/C(C#N)=C(\C)N)c(C)c2c1,x,-4.4%
CN(C)C(=O)NCc1ccc(S(N)(=O)=O)cc1,9,-6.8%
COC(=O)[C@H](CCSC)NC(=O)Nc1cc(OC)cc(OC)c1,6,5.1%
O=C(CN(c1ccc2c(c1)OCCO2)S(=O)(=O)c1ccccc1)NCc1ccc(Cl)cc1,x,3.4%
O=C1OCCC1Sc1nc2ccccc2n1-c1ccccc1 (stereo not drawn),x,1.8%
CCN(CC(=O)Nc1ccccc1OC)C(=O)C1CC2C=CC1C2 (stereo not drawn),104,0.6%
CCOC(=O)/C=C1\SCC(=O)N1CC(=O)NC(C)c1ccccc1 (stereo not drawn),-14,-5.7%
O=C(Nc1ccc2c(c1)OCO2)c1ccc(S(=O)(=O)N2CCCC2)cc1,x,2.9%
O=C(CN1CCN(Cc2ccc3c(c2)OCO3)CC1)N1CCc2[nH]c3ccc(F)cc3c2C1,6,-4.2%
COc1ccc(-c2nn(-c3ccccc3)cc2CO)cc1OC,8,4.2%

Further structures follow:
structure,Mtb RmlCD inh,M. tuberculosis GlmU
Fc1ccc(-c2[nH]ncc2-c2nnnn2-c2ccccc2)c(F)c1,9,-2.8%
O=C(COC(=O)c1cccnc1)Nc1ccccc1,x,0.9%
CC(C)(C)OC(=O)N1CCCC1C(=O)N1CCc2ccccc21 (stereo not drawn),4,6.9%
O=C1[C@H]2[C@H](C=CC[C@H]2C(=O)N2CCOCC2)CCN1Cc1ccc(Cl)c(Cl)c1,x,-3.6%
O=C(Nc1nc(N2C(=O)c3ccccc3C2=O)n(-c2ccccc2)n1)c1ccc(Cl)cc1,-7,7.5%
CCCCCn1nc(C)c2c(C)cc(=O)[nH]c21,x,-1.4%
C/C(=N\OC(=O)c1c(-c2ccccc2Cl)noc1C)c1ccncc1,6,1.6%
COc1ccc(OC)c(NC2=C(Cl)C(=O)N(Cc3ccccc3)C2=O)c1,6,5.5%
CC(C)Cc1cc(C(=O)N2CCN(c3ccc(F)cc3)CC2)no1,x,6.5%
COc1ccc(/C=N/Nc2nc3ccccc3[nH]2)c(OC)c1OC,-5,9.4%
CCOC(=O)Cn1cnc2c(nnn2-c2ccc(OC)cc2)c1=O,x,4.3%
COc1ccc(CNC(=O)C2C3C=CC4(CN(Cc5cccnc5)C(=O)C24)O3)cc1 (stereo not drawn),-9,0.8%
CP(=O)(Nc1cc(Cl)ccc1Cl)c1nc2c(s1)CCCC2 (stereo not drawn),-5,5.4%
CCN(CC)c1ccc(/C=N/Nc2nc(C)cc(C)n2)c(O)c1,33,-2.4%
COc1ccccc1-n1c(SCC(=O)N2CCCCC2)nc2cccnc21,4,-7.2%
COc1cccc(C2CC(C(F)(F)F)n3ncc(C(=O)NCC4CCCO4)c3N2)c1 (stereo not drawn),x,2.3%
C=CCn1c(=NC(=O)C2COc3ccccc3O2)sc2cccc(OC)c21 (stereo not drawn),4,-2.8%
O=C(COc1ccc2ccccc2c1)NN1C(=O)c2ccccc2C1=O,-4,0.1%
O=C1c2ccccc2NC(c2cn[nH]c2-c2ccc(Cl)cc2)N1O (stereo not drawn),-12,3.4%
Cc1ccc(/C=C(\C#N)C(=O)Nc2cccc3ncccc23)o1,0,1.9%
O=C(CC(Nc1ccccc1)C(=O)O)c1ccccc1 (stereo not drawn),x,0.7%
NNC(=O)c1oc2nc(-c3ccccc3)cc(-c3ccco3)c2c1N,7,2.4%
CCCCOCCCNCC(=O)Nc1ccc(S(N)(=O)=O)cc1,-2,-2.2%
Cc1ccc(NC(=S)NCCN2CCOCC2)cc1,x,-2.9%
Cc1ccc(NC(=O)CCc2c(C)nc3ncnn3c2C)cc1,x,4.5%
C[N+]1(C2CCC3CCC2C3O)CCCC1 (stereo not drawn),x,-2.8%
O=C(CSc1nc2ccccc2n1CCc1ccccc1)N1CCOCC1,-4,-3.4%
Cc1ccc2oc(=O)cc(CN3CCC(C)CC3)c2c1,0,2.7%
O=S(=O)(Cc1cc(Oc2ccccc2)nc(-c2ccccc2)n1)c1ccccc1,-3,2.0%
O=C(C1=C(O)C(=O)N(Cc2cccnc2)C1c1ccccn1)c1cccs1 (stereo not drawn),x,0.9%

Further results
structure,Mtb RmlCD inh,M. tuberculosis GlmU
O=C(Nc1ccc2oc(-c3ccncc3)nc2c1)c1ccccc1,-9,-2.8%
CCCCNC(=O)C1C2C=CC3(CN(Cc4ccccc4Cl)C(=O)C13)O2 (stereo not drawn),4,0.0%
CCc1cc2c(=O)[nH]cnc2s1,2,-4.5%
Nc1nc2n(n1)C(=O)CC(c1ccccc1[N+](=O)[O-])N2 (stereo not drawn),4,2.7%
Cc1cc(C)n(CC(=O)N/N=C/c2ccco2)n1,x,-4.0%
CNC(=O)N(O)C1N(c2ccccc2)C(=S)SC1(C)C (stereo not drawn),6,6.4%
CC1(C)S[C@@H]2[C@H](NC(=O)Cc3ccccc3)C(=O)N2[C@H]1C(=O)O,x,3.9%
CCOC(=O)c1c(/N=C/N(C)C)sc(/C=N/Nc2ccccc2)c1-c1ccccc1,7,2.2%
Cc1ccc(S(=O)(=O)N(C)C)cc1NC(=O)COC(=O)/C(=C/c1ccc(F)cc1)c1cccs1,2,-5.5%
CS(=O)(=O)c1cnc2c(-c3ccc(F)cc3)cnn2c1N,-7,2.2%
CCCCSc1nc(C)c(CC(=O)OC)c(=O)[nH]1,9,0.6%
CS(=O)(=O)N(CCc1ccccc1)CC(=O)N1CCN(c2ccc(F)cc2)CC1,x,5.7%
CCCCC(=O)Nc1ccc(C(=O)Nc2ccc(S(=O)(=O)Nc3ccc(C)cc3)cc2)cc1,7,3.4%
CCOC(=O)C1(Cc2cccc(F)c2)CCN(C2CCOCC2)CC1,-8,-5.2%
COc1cccc(-c2nnc(NC(=O)c3ccc(S(=O)(=O)N4CC(C)OC(C)C4)cc3)o2)c1 (stereo not drawn),11,x
Cc1ccccc1NC(=O)CSc1n[nH]c(-c2ccco2)n1,8,-6.4%
CCOc1cc(C(=O)Nc2cc(C)on2)cc(OCC)c1OCC,6,-2.3%
CC(C)Oc1ccc(-c2cc(C(=O)NCCN3CCOCC3)c3ccccc3n2)cc1,-6,-1.3%
CC(=C/c1ccc(C(C)C)cc1)/C=N/NC(=O)CSc1ccccn1,-12,3.7%

Ordered by number of heavy atoms (smallest number first): part of the list above.
structure,Mtb RmlCD inh,M. tuberculosis GlmU
CCc1cc2c(=O)[nH]cnc2s1,2,-4.5%
CS(=O)(=O)c1cnc2c(-c3ccc(F)cc3)cnn2c1N,-7,2.2%
CCOC(=O)c1c(/N=C/N(C)C)sc(/C=N/Nc2ccccc2)c1-c1ccccc1,7,2.2%
CC(C)Oc1ccc(-c2cc(C(=O)NCCN3CCOCC3)c3ccccc3n2)cc1,-6,-1.3%
COc1cccc(-c2nnc(NC(=O)c3ccc(S(=O)(=O)N4CC(C)OC(C)C4)cc3)o2)c1 (stereo not drawn),11,x
Cc1ccc(S(=O)(=O)N(C)C)cc1NC(=O)COC(=O)/C(=C/c1ccc(F)cc1)c1cccs1,2,-5.5%

From PubChem

Only part of the results is shown; count on the stated rates, not on these rows.
